Source: PubChem
HCV NS3 hel inh – HCV NS3 helicase inhibition; NS3 helicase DNA unwinding, Cy5 molecular beacon fluorescence; inhibition, % at 10.9 µM; 290,000 compounds, 0.56% hits;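 active = inhibition above the mean of all tested compounds plus 3 SD, set per campaign, cut at about 35% in these data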;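 also: 0% = DMSO wells and 100% = thioflavine S control wells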
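System: NS3 helicase fragment of HCV / Schedule: 1 h at 25 °C / Control set: DMSO alone as 0% and 110 µM thioflavine S as 100% / Reagent: Cy5/quencher beacon DNA duplex and ATP to start / Technique: Cy5 fluorescence / Replication: singlicate / Evaluation: % inhibition of end-to-start signal ratio versus controls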
MEKK3 PB1 HTS – modulators (inhibitors or enhancers) of MEK5 binding to human MEKK3 PB1 domain; Q99759; bead-based flow cytometry, Alexa488-MEK5 binding to MEKK3; actives lie on both sides; 0 = blocked by unlabeled MEK5, 100 = vehicle; binding response (% of control), % at 10 µM; 290,000 compounds, 1.4% hits; AID 1529;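 active = binding response more than 3 SD above or below the average of its plate-row segment, actives on both sides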;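 also: Alexa488 bead fluorescence after subtracting the streptavidin-only scavenger bead signal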
Target sequence (Q99759 whole entry, looked up, the tested form may be a part): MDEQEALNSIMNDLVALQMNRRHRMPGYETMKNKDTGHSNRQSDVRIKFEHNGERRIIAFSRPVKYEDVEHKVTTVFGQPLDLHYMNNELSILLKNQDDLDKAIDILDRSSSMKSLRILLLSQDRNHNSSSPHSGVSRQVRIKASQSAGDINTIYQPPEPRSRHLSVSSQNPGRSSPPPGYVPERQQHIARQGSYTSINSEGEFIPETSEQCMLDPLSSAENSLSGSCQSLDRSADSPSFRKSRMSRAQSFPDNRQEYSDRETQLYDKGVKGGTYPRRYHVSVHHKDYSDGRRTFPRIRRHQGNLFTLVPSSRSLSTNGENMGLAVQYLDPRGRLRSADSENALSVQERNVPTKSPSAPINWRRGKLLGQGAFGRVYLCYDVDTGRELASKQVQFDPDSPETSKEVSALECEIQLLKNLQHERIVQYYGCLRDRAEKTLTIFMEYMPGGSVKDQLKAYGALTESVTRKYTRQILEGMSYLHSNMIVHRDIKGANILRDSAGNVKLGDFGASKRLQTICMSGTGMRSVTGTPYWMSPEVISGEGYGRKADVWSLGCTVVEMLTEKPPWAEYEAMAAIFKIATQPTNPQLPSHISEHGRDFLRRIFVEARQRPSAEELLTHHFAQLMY
CRFR2-BP ag – agonists of human CRF-binding protein/CRF-R2 receptor complex | activation, % at 13.2 µM | HEK293 CRF-R2/CRF-BP, calcium dye fluorescence (FLIPR); percent of saturating CRF peptide response | 350,000 compounds, 0.46% hits | AID 588473;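 active = activation of at least 50%, plus an integration ratio under a set limit after plate pattern correction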;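 also: plate controls were neutral control wells without compound for no effect and CRF at EC100 for full effect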
DNA FID counter – counter-screen for HCV NS3 helicase inhibitors: DNA intercalator displacement; DNA fluorescent intercalator displacement, fluorescence; inhibition, % at 7.9 µM; 290,000 compounds, 0.17% hits; AID 1845; in the data active = inhibition above about 37%;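 also: 0% = vehicle and 100% = reference compound; higher means more ethidium bromide displaced from hairpin DNA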
MEKK2wt PB1 HTS – raises or lowers MEK5 binding to wildtype human MEKK2 PB1 domain | Q9Y2U5 | AID 1531 | bead flow cytometry, Alexa488-MEK5 binding to MEKK2 WT; actives lie on both sides | 290,000 compounds, 1.1% hits | binding response (% of control), % at 10 µM; in the data active = binding response below about 67% or above about 130%
SUMO HTRF inh – SUMOylation inhibition. HTRF SUMOylation assay, SAE1/SAE2 + UBC9, in vitro. 290,000 compounds, 0.36% hits. inhibition, % at 35 µM; in the data active = inhibition above about 50%, passing the limit was not always enough; also: strong numbers were not always called active
Target sequence (P63279 whole entry, looked up): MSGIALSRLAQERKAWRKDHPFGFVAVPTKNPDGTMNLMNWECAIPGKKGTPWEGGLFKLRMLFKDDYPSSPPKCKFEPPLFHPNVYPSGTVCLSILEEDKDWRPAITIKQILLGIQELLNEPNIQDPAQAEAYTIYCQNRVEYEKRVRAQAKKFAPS
MEKK2mut PB1 HTS – signal of MEK5 binding to mutant human MEKK2 PB1 domain. bead flow cytometry, Alexa488-MEK5 binding to MEKK2 mutant. percent response, % at 10 µM. 290,000 compounds, 0.35% hits; in the data active = percent response above about 24%, passing the limit was not always enough; also: inactives centre near 1; some results filed as inactive read as strong as hits
GalR3 antag – antagonists of human GalR3; inhibition, % at 3 µM; 360,000 compounds, 0.44% hits; HEK293 GalR3-CNG cAMP membrane potential fluorescence; galR3 body fused to GalR1 C-terminus; O60755;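 active = inhibition above the screen-wide average plus 3 SD, cut at about 13% in these data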;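 also: forskolin and galanin both at EC90 stimulate the cells; cAMP rise reported by CNG channel membrane potential dye signal; 0% = forskolin plus galanin with DMSO and 100% = forskolin alone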
Target sequence (O60755 1-299 limits assumed): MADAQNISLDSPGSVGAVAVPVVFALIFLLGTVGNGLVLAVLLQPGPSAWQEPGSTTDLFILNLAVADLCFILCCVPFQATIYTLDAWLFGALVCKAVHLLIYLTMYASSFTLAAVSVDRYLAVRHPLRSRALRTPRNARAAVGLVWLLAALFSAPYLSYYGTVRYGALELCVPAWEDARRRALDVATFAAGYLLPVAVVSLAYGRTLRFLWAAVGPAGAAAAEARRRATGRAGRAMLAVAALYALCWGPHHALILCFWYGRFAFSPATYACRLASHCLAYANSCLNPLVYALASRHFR
CRFBP-R2 block – blocks CRF-induced signaling of the CRF-BP/CRF-R2 complex. 350,000 compounds, 0.59% hits. HEK293 CRF-R2/CRF-BP, CRF-induced calcium fluorescence. inhibition, % at 11.8 µM;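 active = inhibition of the ligand-induced calcium signal above about 50% at the single tested concentration, limit read from the data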
* hit, by the source's call; . = no result given; & = joins results of further samples.

SMILES	HCV NS3 hel inh	MEKK3 PB1 HTS	CRFR2-BP ag	DNA FID counter	MEKK2wt PB1 HTS	SUMO HTRF inh	MEKK2mut PB1 HTS	GalR3 antag	CRFBP-R2 block
O=C(c1cnn2c(C(F)(F)F)cc(-c3ccccc3)nc12)N1CCC2(CC1)OCCO2	-1	100	-1.4	-17	103	13	7	-7	-14
CCCCOc1ccc(CCN)cc1Cl	-42	99	5.0	21	103	17	-2	-7	-33
Clc1ccc(COC(Cn2ccnc2)c2ccc(Cl)cc2Cl)c(Cl)c1 (configuration not stated)	-62	106	9.3&0.6	-1	105	8	5	.	-11&3
O=[N+]([O-])c1cc(S(=O)(=O)c2ccc(O)c([N+](=O)[O-])c2)ccc1O	31	100	-5.6	-2	97	15	-1	1	33
O=C(Nc1ccccc1OC(=O)N1CCCCC1)N1CCCCC1	6	99	-0.5	-3	101	3	1	-4	-2
C=CCN1CCc2cccc3c2[C@H]1Cc1ccc(O)c(O)c1-3	-16	105	2.1	5	111	22	3	-8	-18
COc1cccc(C2(O)CCN(Cc3ccncc3)CC2)c1	5	108	-0.2	1	98	11	4	-4	15
O=C(c1ccc(C(F)(F)F)cc1)C1CCCN(Cc2ccc(CO)o2)C1 (configuration not stated)	6	101	4.3	-2	102	11	5	-1	1
Cc1cc(/C=C2/C(=O)NC(=O)N(c3ccccc3)C2=O)c(C)n1-c1ccc(F)cc1	10	95	0.1	-17	102	.	2	0	-17
CCCCN=Cc1c(O)n(-c2c(C)cc(C)cc2C)c(=O)[nH]c1=O	2	97	-1.0	-14	96	22	-3	-5	9
Nc1ccccc1C(=O)OCc1ccc([N+](=O)[O-])cc1	-5	115	-1.0	12	116	12	0	-6	-13
C=CCN1C(=O)NC(=O)C(Cc2ccc(OC)c(OC)c2)C1=O (configuration not stated)	16	104	-0.5	-10	100	8	1	-1	5
COc1cc2c(cc1OC)-c1c3c(cc4c1[C@@H](C2)N(C)CC4)OCO3	5	105	-1.8	67*	97	27	3	1	-2
COC(=O)Cn1cc(/C=C2\C(=O)NC(=O)N(c3ccc(OC)cc3)C2=O)c2ccccc21	10	101	81*	-10	100	9	5	-7	-55
CCCc1nc2ccc(Br)cc2c(=O)n1-c1ccc([N+](=O)[O-])c(C(F)(F)F)c1	5	99	0.1	1	102	-7	10	6	-62
O=C(c1cc([N+](=O)[O-])ccc1N1CCNCC1)N1CCOCC1	1	103	-0.7	-6	110	2	14	-3	5
Cc1ccc(N)c(C(=O)c2ccc(Br)cc2)c1	-12	79	-0.9	-5	80	-26	-14	-5	-10
CCC(=NCCc1ccccc1)c1c(O)[nH]c(=O)[nH]c1=O	-4	87	-0.5	-1	90	25	-5	5	7
Cc1nc2ccccc2c(=O)n1-c1ccccc1[N+](=O)[O-]	-12	100	-3.4	9	98	9	0	-3	5
O=C(Nc1cccc(Cl)c1)c1c(O)c2c(n(Cc3ccco3)c1=O)CCCC2	.	100	-0.2	.	95	17	-1	1	2
CSc1ccc(C(=O)C2CCCN(Cc3cccnc3)C2)cc1 (configuration not stated)	-5	102	-1.9	0	98	-1	1	1	7
C[C@H]1O[C@@H](OC2CC[C@]3(C=O)[C@H]4CC[C@]5(C)[C@@H](C6=CC(=O)OC6)CC[C@]5(O)[C@@H]4CC[C@]3(O)C2)CC2OC(C)(C)OC21 (some centres not stated)	-14	101	-1.0	-52	101	11	2	34*	-1
CCOC(=O)C1=CC(=C2C(=O)N(CC)C(=S)N(CC)C2=O)c2ccccc2O1	12	103	-1.2	-10	101	11	7	-4	-35
NC1=Nc2ccccc2Oc2ccccc21	0	.	0.0	-1	.	3	.	-6	-19
Cc1nc2c(c(=O)[nH]1)C(c1ccc([N+](=O)[O-])cc1)c1c(c3ccccc3oc1=O)O2 (configuration not stated)	2	79	0.1	-1	84	1	-31	.	-14
CC/C(=N\NC(N)=O)c1c(O)[nH]c(=O)[nH]c1=O	-2	98	-0.1	1	99	15	7	1	-16
OC(CN1CC=C(c2ccccc2)CC1)c1ccccc1 (configuration not stated)	-6	103	0.6	-4	104	13	2	-3	-6
O=P(NS(=O)(=O)c1ccc(Cl)cc1)(Oc1ccccc1)Oc1ccccc1	-1	80	-0.7	-25	85	13	-4	-7	9
O=C1CN=C(c2ccccc2)c2oc3ccc(Br)cc3c2N1	-5	103	-0.9	-5	99	13	-7	-5	-10
O=C1NC(=S)NC(=O)C12C(c1ccccc1)NC(=S)NC2c1ccccc1 (configuration not stated)	9	91	0.3	4	92	14	-2	-6	-18
c1cncc(CNC2=NCCC2)c1	8	92	-1.6	-6	92	6	-7	-4	-7
CN1CSC(=S)N(C)C1	0	96	-5.7	0	96	-1	-4	-2	20
COc1ccc(-c2cc(=NCC(=O)O)c3ccccc3o2)cc1	-29	101	1.6	-7	103	25	6	.	0
Cc1cc(N2CCCC2)ccc1C=C(C#N)C#N	8	96	18	-9	84	24	-4	-2	-11
COC(=O)C1=C(c2cc3ccccc3o2)C[C@@H]2CC[C@H]1N2C(=O)NCCO	.	108	-2.9	.	105	.	4	-4	-1
C#C[C@@]1(O)CCC2C3CCC4=C/C(=N/OCC(=O)NC(C(=O)O)C(C)O)CC[C@]4(C)C3CC[C@@]21C (some centres not stated)	-8	114	-0.2	-23	114	24	10	-10	5
CCOC(=O)c1c(C=O)c2ccccc2n1Cc1ccccc1	-9	102	-8.6	-11	102	-9	3	-12	7
CC(Cc1cccs1)NCc1ccccc1 (configuration not stated)	5	62	-2.0	1	70	-4	-12	-3	10
O=c1[nH]c(=O)n(C2CCCCCC2)c(O)c1C=NC1CCN(Cc2ccccc2)CC1	-9	100	1.2	-5	104	5	1	-6	-31
CN(C)C(=O)Oc1ccc(Cl)c2ccccc12	-1	91	-0.5	-7	95	27	0	-3	17
CC(C)(C)P(=O)(N1CCOCC1)N1CCOCC1	7	105	0.3	3	102	11	0	0	12
CCN(CC)c1ccc(/C=C2\C(=O)NC(=O)N(CC3CCCO3)C2=O)cc1 (configuration not stated)	8	98	7.9	-16	95	24	0	0	-35
CCCCC(CC)CNCC(O)c1ccccc1 (configuration not stated)	-1	102	-0.9	22	100	3	0	-3	-27
COc1cc(OC)c(OC)cc1CN1CCN(C(=O)COc2ccc3ccccc3c2)CC1	-11	103	0.6	-5	104	-4	-3	-10	-27
C/C(=N\Nc1ccccc1)c1c(O)n(C)c(=O)n(C)c1=O	-3	93	-1.4	7	108	4	-3	-2	14
COc1ccc(OCC#CCN2CCCCCC2)cc1	-1	104	-0.7	1	115	10	1	-6	3
CCC(=NCCCN(CC)CC)c1c(O)n(C2CCCCC2)c(=O)[nH]c1=O	4	102	1.2	7	111	14	1	-7	-2
COc1ccccc1CCNC1C2CC3CC(C2)CC1C3 (configuration not stated)	-2	101	-1.4	4	105	1	4	-5	-10
CN(C)C(=O)Oc1ccc([N+](=O)[O-])cc1	-4	101	-1.3	-8	101	-11	-4	-4	-2
Nc1ccc2c(c1)Cc1ccccc1-2	-3	133*	-1.0	3	107	-5	0	0	22
CC(C)N1CCN(Cc2ccc3c(c2)OCCO3)CC1CCO (configuration not stated)	-7	109	2.2	5	106	-6	3	-9	6
COc1ccc2c(c1O)-c1cccc3c1[C@@H](C2)N(C)CC3	.	95	-0.7	.	99	.	1	.	1
Oc1ccc(/C=N/NP(=S)(c2ccccc2)c2ccccc2)c(O)c1O	17	102	2.4	-3	96	14	-3	-6	-34
O=C(c1ccc(N2CCCCC2)c([N+](=O)[O-])c1)N1CCC2(CC1)OCCO2	-5	102	0.3	-20	96	6	-7	-2	2
CCOC(=O)N(c1ccccc1)P1(=S)OCC(C)O1 (configuration not stated)	5	104	1.5	-1	101	-6	-2	-4	20
Cn1c(O)c(C(=O)c2ccccc2)c(=O)n(C)c1=O	5	98	4.2	-1	97	-7	-5	3	1
Cc1ccc(CN2CCN(CC(=O)N3CCC4(CC3)OCCO4)C2=O)cc1	4	101	0.2	-11	101	-5	6	0	21
Cc1ccc(N2C(=O)NC(=O)/C(=C/c3ccc(OC(=O)c4cccs4)cc3)C2=O)cc1	8	91	-3.1	-11	81	-5	-8	0	-17
COc1cc2c(cc1O)CC1c3c(cc(O)c(OC)c3-2)CCN1C (configuration not stated)	8&9	91&100	-0.6	1&7	88&101	37&-10	4&1	-11	-32
CN1C(=O)CN=C(c2ccc(Cl)cc2)c2cc(Cl)ccc21	1	107	-0.6	-25	90	-17	4	.	-21

Four structures from above, ordered by molecular weight, rising:
SMILES	HCV NS3 hel inh	MEKK3 PB1 HTS	CRFR2-BP ag	DNA FID counter	MEKK2wt PB1 HTS	SUMO HTRF inh	MEKK2mut PB1 HTS	GalR3 antag	CRFBP-R2 block
CC(C)N1CCN(Cc2ccc3c(c2)OCCO3)CC1CCO (configuration not stated)	-7	109	2.2	5	106	-6	3	-9	6
Cc1nc2c(c(=O)[nH]1)C(c1ccc([N+](=O)[O-])cc1)c1c(c3ccccc3oc1=O)O2 (configuration not stated)	2	79	0.1	-1	84	1	-31	.	-14
COC(=O)Cn1cc(/C=C2\C(=O)NC(=O)N(c3ccc(OC)cc3)C2=O)c2ccccc21	10	101	81*	-10	100	9	5	-7	-55
COc1cc(OC)c(OC)cc1CN1CCN(C(=O)COc2ccc3ccccc3c2)CC1	-11	103	0.6	-5	104	-4	-3	-10	-27

Remaining list, next part.
SMILES	HCV NS3 hel inh	MEKK3 PB1 HTS	CRFR2-BP ag	DNA FID counter	MEKK2wt PB1 HTS	SUMO HTRF inh	MEKK2mut PB1 HTS	GalR3 antag	CRFBP-R2 block
COc1ccccc1CCNC1CCC(C)CC1 (configuration not stated)	-3	102	0.0	4	103	5	0	0	-19
COc1ccc(C(=O)CC2C(=O)N(C)C(=O)N(C)C2=O)cc1	-5	103	-1.4	-3	105	11	5	-2	0
CCCCCCC(N)CC(=O)O (configuration not stated)	7	98	-3.5	4	98	8	-1	-6	20
CCCCCn1c(=O)c(C(=O)Nc2ccccc2Cl)c(O)c2ccccc21	11	109	-0.5	-2	104	5	4	0	-11
Cc1cccc(N2C(=O)NC(=O)/C(=C\c3cnc(-c4ccccc4)nc3)C2=O)c1	12	102	1.9	-13	98	1	-2	-2	-38
O=[N+]([O-])c1cc(Cl)c(O)c(-[n+]2c(-c3ccccc3)cc(-c3ccccc3)cc2-c2ccccc2)c1	-1	103	2.7	-39	99	17	2	-10	-2
COC(=O)C1=C(c2ccc(S(C)(=O)=O)cc2)C[C@@H]2CC[C@H]1N2C(=O)NCc1ccc(C(F)(F)F)cc1	.	105	-0.6	.	104	.	6	-4	-5
Cc1c(C(=O)N2CCC3(CC2)OCCO3)sc2ncnc(N3CCc4ccccc4C3)c12	-7	73	0.2	-27	79	-11	-12	0	-7
Cc1ccc(NC2=NCCCS2)c(C)c1C	3	112	0.8	-6	109	-11	0	-12	-8
CC(=O)NNC(=O)CN1C(=O)CN=C(c2ccccc2)c2cc(Br)ccc21	-6	79	-0.2	-16	73	7	-14	-1	8
O=c1[nH]c(=O)n(-c2cccc3ccccc23)c(O)c1/C=N/N1CCCCCC1	6	103	0.7	-20	99	16	16	2	-29
CCc1ccc(NC(=O)CN2CC(c3ccccc3)CC2=O)cc1 (configuration not stated)	-13	99	-1.1	-30	94	5	-4	-5	0
Cc1ccc(CN2C3CCCC2CC(NC(=S)NCc2ccccc2)C3)cc1 (configuration not stated)	-55	110	1.4	20	195*	-10	62*	-9	-47
CCOC(=O)C1(c2ccccc2)CCN(CC(=O)Nc2cccc3ccccc23)CC1	-27	95	-0.4	-8	94	-12	-3	1	13

A portion of the library, so the mix of outcomes need not match the whole.
